Screening results: PubChem, MTDP
RNase H inhibition = RNase H inhibition, HIV 1 Gag Pol polyprotein, FRET biochemical assay, screening (AID 372); 0.77% of 100,000 active; HIV-1 RT RNase H, FRET RNA/DNA substrate fluorescence; higher % means a stronger effect; inhibition, % at 10 µM, or IC50 in µM where a hit was titrated; in the data active = inhibition above about 50%
An asterisk follows results filed as active. The list is partial, so the mix of outcomes need not match the whole.

SMILES | RNase H inhibition
CCCCOC(=O)/C(C#N)=N\Nc1ccc([N+](=O)[O-])cc1 | 11%
Cc1c(NC(=O)c2cccc([N+](=O)[O-])c2C(=O)O)c(=O)n(-c2ccccc2)n1C | 7%
O=[N+]([O-])c1ccc(NCCCn2ccnc2)nc1 | 8%
COC(=O)C(C)N(C(=O)c1ccc(C(=O)c2ccccc2)cc1)c1c(C)cccc1C (stereo not given) | 14%
O=C1CS/C(=N\N=C\c2cn(Cc3ccc(Cl)cc3Cl)nc2-c2ccccc2)N1 | 11%
CCOc1ccccc1NC(=O)c1cccs1 | 0%
COc1ccccc1NC(=O)CCCN1C(=O)/C(=C/c2ccc(C)cc2)SC1=S | 15%
Cc1cc[n+](CC(=O)N(c2ccccc2)C(C)C)cc1 | 0%
COc1ccc(/C(N)=N/OC(=O)c2cccc(F)c2)cc1 | 19%
Cc1cccc(NC(=O)c2cccc([N+](=O)[O-])c2C)c1 | 15%
S=c1[nH]nc(-c2ccco2)n1Cc1ccco1 | 0%
O=C(CSCc1ccc(Cl)cc1)N/N=C/c1ccc(Sc2cccc3cccnc23)o1 | 18%
C=CCSc1nc2sc3c(c2c(=O)n1-c1ccccc1)CCc1ccccc1-3 | 15%
CC(C)(C)c1ccc(C(=O)NCCOc2ccccc2Cl)cc1 | 8%
CN(C)C(=O)c1cnn(-c2ccccc2)c1NC(=O)c1ccc(Br)cc1 | 11%
O=C(CSc1ccc(Cl)cc1)N/N=C/c1ccc2c(c1)OCO2 | 9%
Cc1cc(C)cc(NC(=O)Cc2ccccc2)c1 | 3%
O=C(c1ccccc1)N(C(=O)c1ccccc1)c1ccccn1 | 23%
CC1=C(C(=O)OCCOc2ccccc2)C(c2ccccc2F)C2=C(CCCC2=O)N1 (stereo not given) | 20%
Cc1cc(/C=C2/NC(=O)NC2=O)c(C)n1-c1cccnc1 | 7%
C=CCOc1ccc(/C=C2\SC(N)=NC2=O)cc1OC | 12%
COc1ccccc1/C=C/C(=O)c1ccc(NC(=O)c2ccco2)cc1 | 6%
Cc1ccc(NC(=O)c2c(NC(=O)c3ccccc3Cl)sc3c2CCCCC3)cc1 | 0%
CCOc1ccc(-c2cc(C(=O)OC)c3ccccc3n2)cc1 | 6%
Cc1nnn(C23CC4CC(CC(C4)C2)C3)n1 | 4%
COc1ccc(C(=O)Nc2ccc(OCc3ccccc3)cc2)cc1OC | 8%
CC(C)C(=O)NC(c1ccccc1)c1ccc2cccnc2c1O (stereo not given) | 0%
COc1cc(C=Nc2ccc(Cl)c(Cl)c2)cc(Br)c1O | 4%
COc1ccc(C2=C/C(=C/c3ccc(C)c(OC)c3)C(=O)O2)c(OC)c1 | 7%
Cc1ccc(Cl)cc1NC(=O)COc1cccc(C)c1C | 4%
O=C(COc1ccc2ccccc2c1)NCc1cccnc1 | 15%
CCOc1ccc(N=CNc2ccc(OCC)cc2)cc1 | 13%
COC(=O)c1c(/N=C/N(C)C)ncn1-c1ccccc1OC | 10%
COc1ccc(-c2cc(C(F)(F)F)n3ncc(C(=O)Nc4cccc(C(C)=O)c4)c3n2)cc1 | 13%
CCOC(=O)C1=C(C)N=c2s/c(=C/c3cc(OC)c(OC)c(OC)c3)c(=O)n2C1c1ccc(OC)cc1 (stereo not given) | 6%
COc1ccc(NC(=O)/C(C#N)=C/c2cn(Cc3cccc(C)c3)c3ccccc23)cc1 | 13%
CCc1ccc(-c2nc3cc(NC(=O)c4ccccc4[N+](=O)[O-])ccc3o2)cc1 | 15%
Cc1nc2ccccc2n1-c1ccccc1 | 7%
CCN(CC)c1ccc(C=Nn2cnnc2)cc1 | 0%
CC1(C)N=C(N)NC(Nc2ccccc2)=N1 | 0%
CCOc1cc(C(=O)Nc2sc(C)c(C)c2C(=O)OC)cc(OCC)c1OCC | 4%
O=C(O)C1CCCCC1C(=O)NCc1ccccc1 (stereo not given) | 0%
COc1ccc(CCNC(=O)C(Cl)(Cl)Cl)cc1 | 0%
Cc1cccc(OCC(=O)Nc2cccc(Cl)c2C)c1 | 15%
COc1ccc(-c2cc(C(F)(F)F)n3nc(C(=O)Nc4cccc(O)c4)cc3n2)cc1OC | 14%
CC(/C=C/c1ccccc1)=NNC(=O)c1ccc(Cl)cc1O | 14%
O=C(c1cccc([N+](=O)[O-])c1)N1N=C(c2ccccc2)CC1(O)C(F)(F)F (stereo not given) | 31%
O=C(c1cc2ncc(Br)cn2n1)N1CCOCC1 | 5%

Reprinted from the part before: two compounds; new compounds follow.
SMILES | RNase H inhibition
O=C(c1cccc([N+](=O)[O-])c1)N1N=C(c2ccccc2)CC1(O)C(F)(F)F (stereo not given) | 31%
O=C(c1cc2ncc(Br)cn2n1)N1CCOCC1 | 5%
CS(=O)(=O)N(CC(=O)NCCSCc1cccc(Cl)c1)c1cccc(Cl)c1 | 16%
COc1cc(/C=C2\SC(=O)N(c3c(C)n(C)n(-c4ccccc4)c3=O)C2=O)ccc1O | 10%
C=CCOc1ccccc1/C=N/NC(=O)CCCCCCCCCCCC | 24%
CCOC(=O)c1c(NC(=O)c2ccoc2C)sc2c1CCC(C)C2 (stereo not given) | 8%
c1ccc(Nc2ncnc3sc4c(c23)CCC4)cc1 | 2%
C(=Nc1ccc(Cc2ccc(N=Cc3ccccc3OCc3ccccc3)cc2)cc1)c1ccccc1OCc1ccccc1 | 16%
COc1cccc(N(CC(=O)Nc2ccc(C)cc2)S(=O)(=O)c2ccccc2)c1 | 10%
Cc1ccc2[nH]c(C(=O)N/N=C/c3ccncc3)c(-c3ccccc3)c2c1 | 13%
Cc1ccc(S(=O)(=O)N(CC(=O)NCC2CCCO2)c2ccc(C(C)C)cc2)cc1 (stereo not given) | 9%
COCCCN1C(=O)/C(=C\c2ccc(OC)cc2)C(C(=O)OC)=C1C | 3%
COc1cc(/C=N\n2nnnc2N)ccc1OCc1ccc(F)cc1 | 8%
CC(=O)C1=C(O)C(=O)N(CCN(C)C)C1c1ccc2c(c1)OCO2 (stereo not given) | 16%
COc1cccc(/C=C2/C=C(c3ccc(C)cc3)OC2=O)c1OC | 25%
Oc1ccccc1/C=N/Nc1cc(N2CCCC2)nc(N2CCCC2)n1 | 8%
Oc1cccc(C=Nc2ccc(Cl)c(Cl)c2)c1O | 10%
Cc1ccccc1C(=O)NC(=S)Nc1cc(C(F)(F)F)ccc1Cl | 11%
NC1=NC(=O)C(CC(=O)Nc2cccc([N+](=O)[O-])c2)S1 (stereo not given) | 0%
COc1ccc(-c2nc(NC(=O)c3ccc(C)cc3)sc2C)cc1OC | 33%
CC(C)(C)c1ccc(C(=O)Nc2ccc(N)cc2)cc1 | 9%
CC12c3ccccc3C(C)(c3ccccc31)C1C(=O)N(c3cccc(C(=O)O)c3)C(=O)C12 (stereo not given) | 2%
CCOc1ccc2cc(C(=O)C3CCCCC3)ccc2c1 | 5%
COc1cc(C=O)cc(I)c1OCc1ccc(C(=O)O)cc1 | 9%
O=C(NCc1ccco1)c1cc2c(ccc3ccccc32)oc1=O | 3%
COc1cc(C=O)ccc1OCCCOc1ccc(Cl)cc1Br | 29%

Reformatted as a markdown table: part of the list above.
| Structure | RNase H inhibition |
| --- | --- |
| CCCCOC(=O)/C(C#N)=N\Nc1ccc([N+](=O)[O-])cc1 | 11% |
| Cc1c(NC(=O)c2cccc([N+](=O)[O-])c2C(=O)O)c(=O)n(-c2ccccc2)n1C | 7% |
| O=[N+]([O-])c1ccc(NCCCn2ccnc2)nc1 | 8% |
| COC(=O)C(C)N(C(=O)c1ccc(C(=O)c2ccccc2)cc1)c1c(C)cccc1C (stereo not given) | 14% |
| O=C1CS/C(=N\N=C\c2cn(Cc3ccc(Cl)cc3Cl)nc2-c2ccccc2)N1 | 11% |
| CCOc1ccccc1NC(=O)c1cccs1 | 0% |
| COc1ccccc1NC(=O)CCCN1C(=O)/C(=C/c2ccc(C)cc2)SC1=S | 15% |
| Cc1cc[n+](CC(=O)N(c2ccccc2)C(C)C)cc1 | 0% |
| COc1ccc(/C(N)=N/OC(=O)c2cccc(F)c2)cc1 | 19% |
| Cc1cccc(NC(=O)c2cccc([N+](=O)[O-])c2C)c1 | 15% |
| S=c1[nH]nc(-c2ccco2)n1Cc1ccco1 | 0% |
| O=C(CSCc1ccc(Cl)cc1)N/N=C/c1ccc(Sc2cccc3cccnc23)o1 | 18% |
| C=CCSc1nc2sc3c(c2c(=O)n1-c1ccccc1)CCc1ccccc1-3 | 15% |
| CC(C)(C)c1ccc(C(=O)NCCOc2ccccc2Cl)cc1 | 8% |
| CN(C)C(=O)c1cnn(-c2ccccc2)c1NC(=O)c1ccc(Br)cc1 | 11% |
| O=C(CSc1ccc(Cl)cc1)N/N=C/c1ccc2c(c1)OCO2 | 9% |
| Cc1cc(C)cc(NC(=O)Cc2ccccc2)c1 | 3% |
| O=C(c1ccccc1)N(C(=O)c1ccccc1)c1ccccn1 | 23% |
| CC1=C(C(=O)OCCOc2ccccc2)C(c2ccccc2F)C2=C(CCCC2=O)N1 (stereo not given) | 20% |
| Cc1cc(/C=C2/NC(=O)NC2=O)c(C)n1-c1cccnc1 | 7% |
| C=CCOc1ccc(/C=C2\SC(N)=NC2=O)cc1OC | 12% |
| COc1ccccc1/C=C/C(=O)c1ccc(NC(=O)c2ccco2)cc1 | 6% |
| Cc1ccc(NC(=O)c2c(NC(=O)c3ccccc3Cl)sc3c2CCCCC3)cc1 | 0% |
| CCOc1ccc(-c2cc(C(=O)OC)c3ccccc3n2)cc1 | 6% |
| Cc1nnn(C23CC4CC(CC(C4)C2)C3)n1 | 4% |
| COc1ccc(C(=O)Nc2ccc(OCc3ccccc3)cc2)cc1OC | 8% |

Following part.
SMILES | RNase H inhibition
COc1ccc(C(=O)N2CCN(Cc3ccccc3Cl)CC2)cc1 | 0%
CN(C)c1ccc(C2CC(c3cccs3)=NN2C(=O)CCC(=O)O)cc1 (stereo not given) | 0%
O=C(Nc1ccc(Cl)c(Cl)c1)Nc1nc2ccccc2s1 | 16%
O=C1CC(c2ccc(Cl)cc2)CC2=C1C(c1cccs1)Nc1ccccc1N2 (stereo not given) | 18%
O=C(O)CCCCCN1C(=O)C(=O)/C(=C(/O)c2ccc([N+](=O)[O-])cc2)C1c1cccc(F)c1 (stereo not given) | 10%
O=C1c2ccccc2C(=O)N1CSc1nnc2c(n1)[nH]c1ccccc12 | 12%
O=C1N=C(N2CCOCC2)S/C1=C\c1ccc(O)cc1 | 0%
CC(C)(C)C(=O)COc1cc2oc(=O)c3c(c2cc1Cl)CCC3 | 2%
CCc1ccc2oc(-c3ccc(C)c(NC(=S)NC(=O)c4cccc(Cl)c4)c3)nc2c1 | 40%
O=Cc1ccc(OCc2ccc(Cl)c(Cl)c2)cc1 | 40%

No new results follow: entries from further up.
SMILES | RNase H inhibition
O=C1N=C(N2CCOCC2)S/C1=C\c1ccc(O)cc1 | 0%
CC(C)(C)C(=O)COc1cc2oc(=O)c3c(c2cc1Cl)CCC3 | 2%
